# Bioassay records as filed in PubChem BioAssay.
# Avidin fluor = green autofluorescence of compounds with avidin beads – biophysical, 488/530 nm, flow cytometry, artefact control, profiling panel; compound fluorescence 488/530 nm; hits give high values; fluorescence (KMESF) at 10 µM; hit rate 0.38% among 220,000; AID 1775, 2009; in the data active = fluorescence above about 47; also: inactives centre near 10
# Cdc42 wt = modulators of GTP binding to wildtype Cdc42, primary screen, biochemical, multiplex bead flow cytometry, Bodipy-GTP; Cell division control protein 42 homolog (Homo sapiens), P60953; GST-Cdc42 beads; actives lie on both sides; percent activity (GTP binding), % at 10 µM; hit rate 0.2% among 190,000;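 active = percent activity GTP binding at least 20 points away from the 100% baseline, either down as inhibitor or up as activator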;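 also: median bead fluorescence of bound Bodipy-FL-GTP at 100 nM; 0% = excess unlabeled GTP control and 100% = no compound control; below 100% means less GTP binding so inhibitor and above means activator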
# Target sequence (P60953 whole entry, looked up): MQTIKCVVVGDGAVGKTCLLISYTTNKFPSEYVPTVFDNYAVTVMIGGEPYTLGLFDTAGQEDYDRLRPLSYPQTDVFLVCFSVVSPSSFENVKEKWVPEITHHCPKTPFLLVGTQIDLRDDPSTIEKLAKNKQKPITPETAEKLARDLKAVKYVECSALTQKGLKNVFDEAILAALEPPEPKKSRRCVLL
# Pf gamet viab = late stage P. falciparum gametocyte viability inhibitors, primary screen, ATP luminescence, HTS; P. falciparum stage V gametocytes, 24 h; inhibition, % at 10.9 µM; hit rate 0.065% among 150,000;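 active = inhibition above the mean plus 3 SD of compounds within the control limits, set per campaign, cut at about 38% in these data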;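 also: 0% = DMSO wells and 100% = medium only without gametocytes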
# Rac1 mut GTP = GTP binding modulators of activated mutant Rac1, primary screen, biochemical, bead-based flow cytometry, multiplex, fluorescent GTP | AID 764, 2007 | hit rate 0.11% among 190,000 | percent activity (GTP binding), % at 10 µM | GST-Rac1 activated beads; actives lie on both sides; 100% means binding = to untreated wells | Ras-related C3 botulinum toxin substrate 1 (Homo sapiens), P63000;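 active = GTP binding at least 20 percentage points away from the 100% baseline, in either direction, so actives lie on both sides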
# HRas wt GTP = modulators of GTP binding to HRas wildtype, primary screen, biochemical, bead-based flow cytometry, multiplex; GST-Ras wt beads, Bodipy-FL-GTP binding; actives lie on both sides; GTPase HRas (Homo sapiens), P01112; hit rate 0.14% among 190,000; GTP binding activity, % at 10 µM; AID 759, 2007;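 active = GTP binding activity at least 20% away from the 100% baseline, either lowered as inhibitor or raised as activator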;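 also: 0% = unlabeled GTP competition control and 100% = no-compound control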
# Target sequence (P01112 whole entry, looked up): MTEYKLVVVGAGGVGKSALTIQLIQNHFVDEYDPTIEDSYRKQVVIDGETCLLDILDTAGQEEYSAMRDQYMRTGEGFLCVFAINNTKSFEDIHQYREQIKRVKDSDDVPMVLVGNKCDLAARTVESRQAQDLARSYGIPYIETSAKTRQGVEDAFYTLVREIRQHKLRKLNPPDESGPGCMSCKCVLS
# Rab2 wt GTP = modulators of GTP binding to Rab2A wildtype, primary screen, biochemical, dog, bead-based flow cytometry, multiplex. GTP binding activity, % at 10 µM. Ras-related protein Rab-2A (Canis lupus familiaris), P61105. hit rate 0.19% among 190,000. GST-Rab2 wt beads, Bodipy-GTP binding. AID 760, 2007;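 active = GTP binding activity at least 20 points away from 100%, either lowered or raised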;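 also: 0% = beads with excess unlabeled GTP and 100% = no-compound control corrected for plate trend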
# Mcl1-Noxa inh = Mcl-1/Noxa binding inhibitors, primary screen, biochemical, TR-FRET, 1536-well; Induced myeloid leukemia cell differentiation protein Mcl-1 (Homo sapiens), Q07820; TR-FRET Mcl-1/Noxa peptide binding, 2 h; inhibition, % at 21.7 µM; hit rate 1.5% among 220,000; AID 1022, 2008;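 active = compounds that cut the protein-peptide binding signal by more than 50% relative to plate controls in a single-dose test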;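 also: His-tagged Mcl-1 with rhodamine Noxa BH3 peptide and terbium anti-His antibody; 0% = Mcl-1 plus Noxa peptide wells and 100% = peptide-only wells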
# Target sequence (Q07820 whole entry, looked up): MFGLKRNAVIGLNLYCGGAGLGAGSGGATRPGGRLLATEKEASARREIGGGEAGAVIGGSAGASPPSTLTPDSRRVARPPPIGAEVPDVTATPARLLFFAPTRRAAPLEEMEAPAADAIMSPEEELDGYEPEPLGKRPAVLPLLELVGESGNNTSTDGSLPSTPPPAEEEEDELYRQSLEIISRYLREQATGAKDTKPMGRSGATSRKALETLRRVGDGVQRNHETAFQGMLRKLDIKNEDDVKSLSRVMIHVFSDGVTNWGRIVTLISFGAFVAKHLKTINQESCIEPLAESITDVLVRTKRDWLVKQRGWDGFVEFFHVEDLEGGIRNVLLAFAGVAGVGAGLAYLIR
# Rab7 wt modul = modulators of GTP binding to Rab7, primary screen, biochemical, wildtype, multiplex bead flow cytometry; Rab7 GTPase wild type (dog), Bodipy-FL-GTP binding; GST-Rab7 beads, fluorescent GTP binding; actives lie on both sides; untreated = 100%, excess cold GTP = 0%; GTP binding activity (percent of control), % at 10 µM; hit rate 0.055% among 190,000;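 active = fluorescent GTP binding to Rab7 beads changed by at least 20 points from the 100% baseline, either direction, mostly lower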;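 also: median green fluorescence of bound Bodipy-FL-GTP per Rab7 bead population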
# Rac1 wt modul = wildtype Rac1 GTP binding modulators, primary screen, biochemical, GST-Rac1 beads, flow cytometry, multiplex | hit rate 0.27% among 190,000 | Ras-related C3 botulinum toxin substrate 1 (Homo sapiens), P63000 | fluorescent GTP binding; actives lie on both sides; 0 = cold GTP competed, 100 = untreated | GTP binding activity (% of control), % at 10 µM;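 active = GTP binding activity at least 20 points away from the 100% control level, either lower or higher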
# Mcl1-Bid inh = Mcl-1/Bid binding inhibitors, primary screen, biochemical, TR-FRET, 1536-well; TR-FRET Mcl-1/Bid-Dy647 peptide binding; Induced myeloid leukemia cell differentiation protein Mcl-1 (Homo sapiens), Q07820; hit rate 0.97% among 220,000; inhibition, % at 21.7 µM;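 active = compounds that cut the binding signal by more than half at the single screening dose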;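 also: His-tagged Mcl-1 with europium anti-His antibody binding Bid BH3 peptide; 0% = Mcl-1 plus peptide wells and 100% = peptide-only wells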
# GSH bead fluor = compound fluorescence on glutathione beads, profiling panel, artefact control, biophysical, 488/530 nm, flow cytometry; hit rate 0.25% among 190,000; AID 1776, 2009; fluorescence (KMESF) at 10 µM; GSH beads flow cytometry, compound fluorescence 488/530 nm; hits give high values; in the data active = fluorescence above about 89;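 also: glutathione beads carrying GST-tagged Bcl family fusion proteins plus one bare bead set; values are compound well signal with DMSO vehicle wells as background; inactives centre near 16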
# Numbers without * were called inactive; · = no result given.
SMILES,Avidin fluor,Cdc42 wt,Pf gamet viab,Rac1 mut GTP,HRas wt GTP,Rab2 wt GTP,Mcl1-Noxa inh,Rab7 wt modul,Rac1 wt modul,Mcl1-Bid inh,GSH bead fluor
CCOc1ccc(NC(=S)C(C#N)=C2N(C)c3ccccc3N2C)cc1,5,98,-33,98,102,102,21,110,104,-29,13
O=C(COC(=O)CCc1ccc(S(=O)(=O)N2CCOCC2)cc1)NCc1ccc(Cl)cc1,11,95,8,95,96,95,8,95,97,-7,13
COc1cccc(C(=O)N2CCN(Cc3ccccc3C(F)(F)F)CC2)c1,9,90,-22,90,86,86,30,86,98,62*,57
CCSc1nnc(NC(=O)Cc2ccc(OC)cc2)s1,7,105,·,101,101,103,1,98,102,-8,11
CC1CCCC(NC(=O)CNC(=S)N(Cc2ccccc2)Cc2cccs2)C1C (stereo not given),8,94,14,93,96,95,-8,93,97,-59,13
O=c1c(F)cn(C2CCCO2)c(=O)n1Cc1ccc(Cl)cc1 (stereo not given),9,89,11,90,92,95,-7,96,89,-32,10
COC(=O)c1c(NC(=O)C2CCCCC2C(=O)O)sc2c1CCCCC2 (stereo not given),21,89,12,88,94,92,14,97,91,-25,12
Cc1cccc(C)c1NC(=O)CSc1nnc(-c2ccncc2)n1Cc1ccco1,34,99,5,97,97,98,3,95,98,-36,12
O=C(CCCCCn1c(=S)[nH]c2ccc(N3CCOCC3)cc2c1=O)NCCc1ccccc1,11,103,-2,100,102,101,20,100,104,-26,14
Cc1ncc(CSc2nnnn2-c2ccccc2)c(N)n1,25,105,8,101,103,104,12,105,107,-2,19
COc1ccc(C(=O)N2CCC(O)(c3ccc(F)cc3)CC2)cc1OC,36,104,·,102,103,100,19,98,102,5,12
COc1cc(-n2ccnc2SC)c(Cl)cc1Cl,38,98,9,95,96,95,15,97,93,0,17
Cc1cc(NCCCN2CCOCC2)n2nc(C)c(-c3ccccc3)c2n1,13,111,18,106,106,101,10,100,114,-94,13
COC(=O)c1ccccc1NC(=O)NCC1CCCO1 (stereo not given),1,97,·,95,99,98,10,100,96,-8,31
CC(C)(C)OC(=O)N/N=C/c1ccc(N2CCOCC2)s1,14,101,0,98,99,97,14,90,100,-43,9

# Arranged by value in Cdc42 wt (lowest first): some entries from above.
SMILES	Avidin fluor	Cdc42 wt	HRas wt GTP	Rab2 wt GTP	Mcl1-Noxa inh	Rab7 wt modul	Mcl1-Bid inh	GSH bead fluor
O=C(COC(=O)CCc1ccc(S(=O)(=O)N2CCOCC2)cc1)NCc1ccc(Cl)cc1	11	95	96	95	8	95	-7	13
CCOc1ccc(NC(=S)C(C#N)=C2N(C)c3ccccc3N2C)cc1	5	98	102	102	21	110	-29	13
Cc1cccc(C)c1NC(=O)CSc1nnc(-c2ccncc2)n1Cc1ccco1	34	99	97	98	3	95	-36	12
CCSc1nnc(NC(=O)Cc2ccc(OC)cc2)s1	7	105	101	103	1	98	-8	11

# (list continues)
SMILES,Avidin fluor,Cdc42 wt,Pf gamet viab,Rac1 mut GTP,HRas wt GTP,Rab2 wt GTP,Mcl1-Noxa inh,Rab7 wt modul,Rac1 wt modul,Mcl1-Bid inh,GSH bead fluor
O=C(c1ccccc1)N1CCCCC(S(=O)(=O)c2ccccc2)C1=O (stereo not given),18,107,0,102,107,107,-8,104,107,-7,20
CC(=O)C1=C(C)NC(=O)CC1c1ccccc1Cl (stereo not given),10,100,-10,99,99,98,13,102,101,0,15
CCC(=O)c1ccccc1OCCCN1C(=O)NC(C)(C)C1=O,14,97,·,94,98,97,9,95,96,-29,25
NC(=O)Nc1ccc(C(=O)OCC(=O)NC2CCCCC2)cc1,26,96,-6,100,95,96,7,93,98,-17,8
O=C(CSc1nnc(-c2cccs2)n1-c1ccccc1)NCc1ccco1,13,102,·,98,100,99,-3,97,104,-70,38
O=C(/C=C/c1ccc(F)cc1)NC(=S)NNC(=O)c1cccnc1,14,101,-8,97,100,100,-49,101,101,-103,7
Cc1ccccc1CN1CCN(CC(=O)NCc2ccco2)C1=O,12,92,-22,91,94,96,13,93,90,-25,26
Clc1ccc(Sc2cc(Cl)c(-c3ccccc3)nn2)cc1,4,99,-11,96,100,98,-17,98,102,-26,21
CCOc1ccc(C(=O)OCCN(C)C)cc1,18,101,-1,97,102,101,13,97,96,14,13
Clc1ccc(OCc2cn3ccccc3n2)c2ncccc12,12,96,-36,95,96,94,-9,97,99,-47,13
Cc1nc2ccccc2n1CC(O)Cn1c(C(F)(F)F)nc2ccccc21 (stereo not given),-3,105,-18,99,104,101,2,103,105,-23,11
C=CCSc1nnc(C)c(/C=C/Nc2ccc(Cl)cc2)n1,10,95,-10,91,93,92,-6,90,91,-30,22
CCn1c(SCC(=O)Nc2cc(C(C)(C)C)nn2-c2ccccc2)nnc1-c1cccs1,86*,101,·,99,101,102,-6,100,103,-44,18
O=C(CSc1nc2c(cnn2-c2ccc(F)cc2)c(=O)[nH]1)N1N=C(c2cccs2)CC1c1ccc(F)cc1 (stereo not given),4,98,·,95,100,99,-19,101,102,-11,12
O=C(OCC(=O)N1CCOCC1)c1ccc(N2CCOCC2)c([N+](=O)[O-])c1,12,98,14,96,97,95,15,97,101,-19,11

# Sorted by molar mass (descending): four of the compounds above.
SMILES,Avidin fluor,Cdc42 wt,Pf gamet viab,Rac1 mut GTP,HRas wt GTP,Rab2 wt GTP,Mcl1-Noxa inh,Rab7 wt modul,Rac1 wt modul,Mcl1-Bid inh,GSH bead fluor
Cc1ccccc1CN1CCN(CC(=O)NCc2ccco2)C1=O,12,92,-22,91,94,96,13,93,90,-25,26
C=CCSc1nnc(C)c(/C=C/Nc2ccc(Cl)cc2)n1,10,95,-10,91,93,92,-6,90,91,-30,22
Clc1ccc(OCc2cn3ccccc3n2)c2ncccc12,12,96,-36,95,96,94,-9,97,99,-47,13
CCOc1ccc(C(=O)OCCN(C)C)cc1,18,101,-1,97,102,101,13,97,96,14,13

# Further results.
SMILES,Avidin fluor,Cdc42 wt,Pf gamet viab,Rac1 mut GTP,HRas wt GTP,Rab2 wt GTP,Mcl1-Noxa inh,Rab7 wt modul,Rac1 wt modul,Mcl1-Bid inh,GSH bead fluor
CCCC(CCC(=O)Nc1ccc(C(=O)OC)cc1)C(=O)O (stereo not given),25,101,9,99,95,96,-4,103,98,5,13
Cc1cccc(NC(=S)N(Cc2ccc(Br)cc2)Cc2ccc(C(=O)O)cc2)c1,11,101,-15,99,101,101,1,108,110,-15,20
COc1ccc(C[C@H]2CN3C(=NC[C@H]3Cc3ccccc3)N2CCNC(=O)CCC2CCCCC2)cc1,5,97,-9,96,96,96,3,96,96,-1,21
O=C(NN=C1CCCCCC1)c1cn(-c2ccccc2)nc1-c1ccccc1,11,95,9,100,98,95,17,98,102,8,29
CCNc1nc(NC(C)C)nc(Oc2ccc(/C=N/O)cc2)n1,4,95,·,100,95,91,5,101,106,7,50
C/C(=N\NC(=O)C1(C)CC1(Br)Br)c1ccc(NC(=O)C2CCC2)cc1 (stereo not given),4,101,6,99,102,98,-3,105,105,-3,18
O=C(NCc1ccccc1)N[C@@H](Cc1c[nH]c2ccccc12)C(=O)O,10,96,·,94,98,96,-3,98,96,-45,8
O=C(CCc1ccccc1)NCc1ccccc1,11,100,-11,98,95,97,-5,96,102,-19,27
C/C(=N\NC(=O)c1nn(C)cc1Br)c1ccc(NC(=O)c2ccncc2)cc1,14,98,-14,100,97,94,22,94,103,-6,4
COc1ccccc1NC(=O)c1ccc(NC(=O)COC(=O)C2(C)CC2(Cl)Cl)cc1 (stereo not given),8,96,·,96,97,96,24,98,99,-10,5
O=C(/C=C/c1ccc2c(c1)OCO2)Nc1nc2ccccc2s1,6,98,-8,100,100,98,48,95,100,47,11
O=C1C2C3C=CC(C3)C2C(=O)N1c1ccc2c(c1)OCO2 (stereo not given),12,98,·,99,99,102,11,104,105,-34,30
C[C@@H](C(=O)Nc1ccc2ccccc2c1)[C@H]1C[C@]1(C)[C@H](NS(=O)(=O)c1ccc(-c2ccccc2)cc1)c1ccccc1,7,105,7,100,102,101,5,102,106,5,18
CCOCCn1c(CN(Cc2ccccc2)Cc2ccccc2)nc2c1c(=O)[nH]c(=O)n2C,9,101,·,99,103,102,-7,105,103,-2,15
O=C(c1ccc(SCc2cccc(Br)c2)c([N+](=O)[O-])c1)N1CCN(c2ccccn2)CC1,12,87,-17,87,95,89,-1,97,91,-3,15
O=C(O)c1ccc(N/N=C/c2ccc(OC(=O)c3ccccc3Cl)cc2)cc1,3,102,-19,100,101,97,38,97,103,-52,6
O=C(CSCc1ccco1)c1cccs1,30,102,·,98,101,100,-16,99,105,-20,18
COc1cccc(Nc2ncc(C(=O)O)c3ccccc23)c1,7,105,·,100,104,102,-8,95,102,-13,17
CCOC(=O)C(Cc1ccccc1)NC(C)=O (stereo not given),7,102,-68,99,100,98,-5,97,102,4,6
CN1CCN(CCCC(=O)c2ccc(F)cc2)CC1,2,94,21,93,94,94,13,92,93,-1,58
Cc1ccc(S(=O)(=O)NCCSC(C)(C)C)cc1,7,103,-11,97,101,99,15,103,101,3,35
CCO/C=C/C(O)(CNC(=O)COc1ccccc1F)C(F)(F)F (stereo not given),10,96,·,95,97,96,8,95,97,-15,49
CCOc1ccccc1CNC(=O)C1CCN(c2nc3ccccc3o2)CC1,14,101,·,98,100,100,-45,102,101,-32,31
CCOC(=O)CCNC(=O)N1CCCC(C(=O)c2cccc(Cl)c2)C1 (stereo not given),2,96,17,93,97,99,16,101,97,-36,9
